DENV2 CPE – inhibitors of DENV2 cytopathic effect; DENV2-infected cells, cytopathic effect rescue, plate reader; CPE inhibition, % at 9.99 µM; 1.7% of 350,000 active; in the data active = CPE inhibition above about 20%, passing the limit was not always enough; inconclusive = no clear call, values can overlap the other calls; tested in BHK-21 cells;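 also: 0% = median of neutral control wells and 100% = median of positive control wells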
ARNT TACC3 PPI – disruptors of human ARNT/TACC3 interaction. AlphaScreen His-ARNT PAS-B/GST-TACC3 binding, luminescence; TACC3 fragment carries E629A point mutation. inhibition, % at 9.99 µM. 0.66% of 390,000 active;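 active = mean inhibition of replicates at least 50% and at least half of replicates each reaching 50%; inconclusive = half or more replicates reach 50% but mean below 50%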;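 also: 0% = complete ARNT plus TACC3 wells and 100% = ARNT alone without TACC3; many hits fall short of the cut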
Xi reactivation – activators of X-chromosome reactivation in mouse fibroblasts | XiGFP mouse fibroblasts, % GFP-positive cells imaging, 3 d; cells co-treated with 5-aza-dC sensitizer; scaled so ellipticine positive control = 100% | AID 743238 | 0.055% of 360,000 active | activation, % at 7.58 µM;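 active = mean normalized replicate activation at least 10% and every replicate at or above 10%; inconclusive = only one of the two criteria met; inactive = mean below 10% and not all replicates reach 10%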;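 also: 0% = median of on-plate neutral control wells and 100% = ellipticine 6 µM median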
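Assay system: SV40-immortalized XiGFP fibroblast cells, line 68-5-11; buffer or medium: DMEM plus 5-aza-dC sensitizer; compound: one concentration, pinned; timing: compounds 3 days, fix/stain 15 min at room temperature; benchmarks: positive control ellipticine, 6 µM final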
ERp5 inh – blocks human ERp5 reductase activity on insulin | ERp5 insulin aggregation, absorbance 650 nm, 90 min | inhibition, % at 9.99 µM | 0.05% of 350,000 active | AID 651711;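 active = mean replicate inhibition above about 25%, with every replicate also reaching it, limit read from the data, passing the limit was not always enough; inconclusive = only one of those two criteria met; inactive = neither criterion met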
Target sequence (Q15084 whole entry, looked up): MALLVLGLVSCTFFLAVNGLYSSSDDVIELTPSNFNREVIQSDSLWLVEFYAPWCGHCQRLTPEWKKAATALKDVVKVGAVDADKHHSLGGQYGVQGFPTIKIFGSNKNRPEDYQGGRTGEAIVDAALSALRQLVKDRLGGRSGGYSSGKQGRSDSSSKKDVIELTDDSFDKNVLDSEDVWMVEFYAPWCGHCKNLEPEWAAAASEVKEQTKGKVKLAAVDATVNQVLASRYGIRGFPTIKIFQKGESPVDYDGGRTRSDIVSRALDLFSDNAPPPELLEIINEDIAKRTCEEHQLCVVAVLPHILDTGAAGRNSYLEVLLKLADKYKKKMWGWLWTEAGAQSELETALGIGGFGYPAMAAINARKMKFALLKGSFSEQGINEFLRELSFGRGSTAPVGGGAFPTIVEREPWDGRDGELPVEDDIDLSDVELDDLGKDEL
PAX8 inh HTS – inhibitors of PAX8 transcriptional activity in RMG-I cells; RMG-I TPO-luciferase reporter, SteadyGlo, 24 h; inhibition, % at 12.6 µM; 1.2% of 360,000 active;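 active = mean replicate inhibition at least 60% with every replicate also reaching 60%; inconclusive = only one of the two criteria is met; inactive = mean below 60% and not all replicates reaching 60%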;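 also: luciferase light reporting Pax8 driven TPO promoter activity; plate controls were median of neutral control wells for no effect and mitoxantrone controls for full effect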
GSIS activator – GLuc luminescence reporter in INS-1E cells, primary screen for activators of glucose-dependent secretion of insulin | INS-1E GLuc reporter insulin secretion, 2-3 h | activation, % at 16.6 µM | 0.61% of 370,000 active | AID 743287;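 active = lowest replicate activation of at least 40%, so every replicate reaches that level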;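 also: 0% = median of neutral control wells and 100% = median of IBMX positive control wells; some compounds called inactive have numbers as strong as hits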
EWS-Fli block – EWS/Fli transcriptional activity inhibition; A673 NR0B1-luciferase reporter, viability-normalised; inhibition, % at 12.6 µM; 0.67% of 350,000 active;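 active = mean inhibition of at least 50% after viability correction, with every replicate also passing that limit; inconclusive = mean reaches 50% but only one of two replicates passes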;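 also: firefly luciferase signal divided by Alamar Blue viability fluorescence both relative to DMSO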
CFTR F508del cor – CFTR F508del correction in bronchial cells | activity (quench increase), % at 7.58 µM | CFBE cells, YFP halide quenching; stimulated with forskolin plus potentiator P3; % fluorescence drop versus neutral controls | 0.36% of 350,000 active | AID 720511;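 active = mean added fluorescence quench of at least 8% versus neutral control, with both replicates also reaching 8%; inconclusive = only one of the mean or replicate conditions met; inactive = mean below 8% and not both replicates reaching 8%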;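 also: cells transiently co-express mutant CFTR-F508del with the halide-sensitive YFP; corrector assay measuring rescue of mutant channel to the surface after 24 h compound exposure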
Active calls of the source: *; u = inconclusive; x = no result given; & = joins results of further samples. Not a hit list, and some 4.2% of all compounds hit somewhere here.

molecule | Xi reactivation | CFTR F508del cor | DENV2 CPE | EWS-Fli block | ARNT TACC3 PPI | PAX8 inh HTS | GSIS activator | ERp5 inh
C#CCNC(=O)C1=C[C@@H](C)[C@H](CCCO)[C@@H](OCC)O1 | 0.2 | 0.2&-2.1 | u | -9&-7 | 1 | -13&-27 | 13 | 1&-2
O=C(c1ccccc1F)N1C[C@H]2[C@@H](c3ccccc31)[C@@H](CO)N2C(=O)c1ccccc1 | 0.0 | 0.4 | -3 | -3 | -3 | 22 | 19 | 1
Nc1nc(SCC(=O)Nc2c(Br)cc([N+](=O)[O-])cc2Br)n[nH]1 | 0.4 | -1.9 | x | -3 | 1 | 1 | -1 | 0
Nc1ccc(C(=O)N2N=C(c3ccccc3)CC2(O)C(F)(F)F)cc1 (configuration not stated) | 0.2 | -0.9 | -2 | -3 | 1 | -55 | -16 | -1
CCCCNCc1cc2ccccc2o1 | -0.1 | -0.9 | 1 | 5 | -5 | -5 | -8 | u
COc1cc(C(C)=O)ccc1COc1ccc(C(=O)OCC(=O)NC2CCS(=O)(=O)C2)cc1OC (configuration not stated) | 0.0 | x | x | x | 0 | 2 | -13 | x
COc1ccc2c3c([nH]c2c1)[C@H](CO)N(C(=O)CN(C)C)CC31CCN(Cc2ccccc2)CC1 | 0.2 | 0.5 | 18 | -1 | x | x | 3 | x
CC(C)CC#Cc1ccc2c(c1)O[C@H](CN(C)Cc1ccc3c(c1)OCO3)[C@H](C)CN([C@@H](C)CO)S2(=O)=O | x | 1.1 | -1 | 38 | 15 | x | x | -3
Nc1c(Cl)cc(N=Nc2ccccc2)cc1Cl | 0.0 | -2.0 | -6 | -26 | -1 | -10 | 3 | -2
O=C(Cc1cccs1)N1CCN=C1SCc1ccc(F)cc1 | 0.0 | 2.1 | -3 | -1 | 8 | 9 | -6 | -3

An excerpt from above in order of their number in DENV2 CPE, low to high.
compound | DENV2 CPE
Nc1c(Cl)cc(N=Nc2ccccc2)cc1Cl | -6
O=C(c1ccccc1F)N1C[C@H]2[C@@H](c3ccccc31)[C@@H](CO)N2C(=O)c1ccccc1 | -3
Nc1ccc(C(=O)N2N=C(c3ccccc3)CC2(O)C(F)(F)F)cc1 (configuration not stated) | -2
CC(C)CC#Cc1ccc2c(c1)O[C@H](CN(C)Cc1ccc3c(c1)OCO3)[C@H](C)CN([C@@H](C)CO)S2(=O)=O | -1
COc1ccc2c3c([nH]c2c1)[C@H](CO)N(C(=O)CN(C)C)CC31CCN(Cc2ccccc2)CC1 | 18

Next part.
molecule | Xi reactivation | CFTR F508del cor | DENV2 CPE | EWS-Fli block | ARNT TACC3 PPI | PAX8 inh HTS | GSIS activator | ERp5 inh
C[C@H](CO)N1C[C@H](C)[C@H](CN(C)Cc2ccc(C(F)(F)F)cc2)OCCCC[C@H](C)Oc2ccc(NS(C)(=O)=O)cc2C1=O | 0.0 | -0.4 | -21 | 9 | 1 | -11 | -9 | x
O=C(CCSc1ccccc1Cl)Nc1cccc([N+](=O)[O-])c1 | 0.1 | x | 7 | -66 | 8 | -126 | -18 | 5
CC(Sc1nc(N)cc(=O)[nH]1)C(=O)NCC(=O)Nc1ccc(F)c(F)c1F (configuration not stated) | 0.1 | -1.8 | u | -1 | 1 | -1 | -6 | -2
COc1ccc(S(=O)(=O)NCc2c(-c3ccccc3)noc2C)c(OC)c1 | 0.0 | -1.6 | 2 | 8 | -2 | -5 | -6 | 4
CCC(C(=O)NNC(=O)c1cnccn1)c1ccccc1 (configuration not stated) | 0.2 | 0.4 | u | 12 | 5 | -2 | 1 | -3
CC(C)S(=O)(=O)N1CCCC(C(=O)c2cccc(Cl)c2)C1 (configuration not stated) | 0.0 | -1.6 | 0 | -12 | -6 | 5 | 14 | 4
CNC1(C(N)=O)CCNCC1 | -0.1 | 1.3 | 7 | -6 | -7 | 1 | 9 | 4
COc1ccc(CC(=O)NNS(=O)(=O)c2ccc(F)cc2)cc1OC | 0.8 | 0.3 | x | 12 | -5 | 12 | -3 | 1
CN(C)CCCC1Sc2ccccc2Sc2ccccc21 (configuration not stated) | 0.1 | 3.3 | 14 | 31 | 9 | 7 | x | -10
Cc1cc2c(cc1S(=O)(=O)CCC(=O)Nc1cccc(C(F)(F)F)c1)OCC(=O)N2 | 0.1 | -4.6 | 0 | x | 11 | -4 | 7 | 3
NC(N)=NS(=O)(=O)c1ccc(NC(=S)NC(=O)/C=C/c2cccs2)cc1 | 0.0 | 4.5 | -5 | 5 | -3 | 2 | 7 | 5
CC12CCC(C(=O)OC3CCCCC3)(OC1=O)C2(C)C (configuration not stated) | 0.1 | -0.1 | -5 | 1 | -2 | 0 | 4 | -3
COc1ccc(C(=O)NCCSCc2ccccc2)cc1OC | 0.0 | 3.9 | x | 6 | -1 | 3 | 33 | -3
COc1ccc(NC(=O)Nc2ccc3c(c2)C(=O)N([C@H](C)CO)C[C@H](C)[C@@H](CN(C)Cc2ccccc2)OCCCC[C@H](C)O3)cc1 | 0.0 | 1.6 | 0 | 5 | 4 | -20 | -9 | 2
O=C(O)COc1ccc(C(=O)Cc2ccc3c(c2)OCCCO3)c(O)c1 | x | 1.5 | x | 8 | 0 | x | 4 | 5
COC(=O)c1ccc(Cn2cc([N+](=O)[O-])cn2)cc1 | 0.1 | -1.6 | -1 | -7 | -5 | -5 | x | 8
O=C(Nc1nccs1)c1ccc(-c2ccc(Cl)cc2Cl)o1 | 0.0 | -2.9 | 3 | -29 | -3 | -14 | -10 | 2
CCCNC(=O)C[C@@H]1C[C@H]2c3cc(N(C)C)ccc3O[C@H]2[C@@H](CO)O1 | 0.0 | 0.5 | 1 | -3 | 1 | x | 7 | 9
O=C(C[n+]1cc(-c2ccccc2)n2c1CCC2)OCc1ccccc1 | 0.1 | x | x | -20 | -1 | -7 | 17 | x
CCNC(=O)C[C@@H]1CC[C@H]2[C@H](COc3ccc(NC(=O)Nc4ccccc4C)cc3C(=O)N2C)O1 | 0.1 | -1.9 | 2 | -2 | 5 | 6 | -3 | 7
CO[C@@H]1CN(C)C(=O)c2ccc(NC(=O)C3CCOCC3)cc2OC[C@@H](C)N(C)C[C@@H]1C | 1.2 | -0.5 | x | 1 | -16 | 19 | 9 | x
Cc1nc2ccccc2nc1CC(O)(c1ccccc1)c1ccccc1 | 0.1 | 1.2 | -8 | 8 | x | 4 | -2 | 1
CS(=O)c1ccccc1-c1nc(-c2ccc(Cl)cc2)no1 (configuration not stated) | 0.0 | 0.3 | x | -88 | 19 | -66 | 6 | -5
CCC1(c2ccccc2)NC(=O)N(CC(=O)N(C)CC(=O)Nc2cccc(F)c2)C1=O (configuration not stated) | 0.8 | 0.9 | 1 | x | -3 | -4 | 9 | 3
Cc1noc(C)c1C(=O)OCC(=O)Nc1ccc(N2CCOCC2)cc1 | -0.9 | -0.6 | 9 | 5 | 3 | 9 | x | -7
COC(=O)c1scc(C)c1NC(=O)c1ccccc1F | 0.0 | 2.1 | -3 | 18 | -1 | 6 | 10 | -6
O=C(CSc1nc2[nH]ncc2c(=O)[nH]1)Nc1cccc(Cl)c1 | 0.0 | -4.9 | 3 | 3 | -10 | 6 | 23 | 12
COC(=O)c1cccc(NC(=O)c2ccccc2)c1 | 0.0 | -10 | 0 | -18 | -6 | 6 | 5 | 3
CCCCCCn1nc(C(=O)OCC(=O)NC2CCS(=O)(=O)C2)c2ccccc2c1=O (configuration not stated) | 0.0 | -2.0 | 2 | 6 | -2 | 21 | -31 | -10
Cc1ccc(S(=O)(=O)/C(C#N)=C/c2c(N3CCOCC3)nc3c(C)cccn3c2=O)cc1 | 0.0 | -2.8 | 1 | 3 | x | 17 | 32 | -5
COc1ccc(/C=C/C(=O)Nc2ccccc2C(F)(F)F)cc1OC | 0.0 | 1.6 | 5 | -2 | -20 | -4 | 9 | 1
C=CCNC(N)=S | 0.0 | -2.6 | -3 | x | -4 | -2 | 9 | -2
O=C(Cc1cc(=O)oc2cc(O)ccc12)NC(Cc1ccc(Cl)cc1)C(=O)O (configuration not stated) | 0.1 | -1.7 | 11 | 2 | -7 | 1 | 15 | 0
COc1cc(/C=C(\NC(C)=O)C(=O)O)cc(OC)c1OC | 0.2 | x | 3 | -4 | x | 20 | 6 | 1
CCN(CC)S(=O)(=O)c1ccc(N2CCOCC2)c(NC(=O)C(C)(C)C)c1 | 0.0 | 1.0 | -6 | -3 | -1 | -12 | -7 | -5
CCOC(=O)N1CCN(Cc2nnc(-c3cccc(Br)c3)o2)CC1 | 0.2 | 5.0 | -5 | -10 | -9 | -10 | 8 | 3
OCC[C@H]1C[C@@H](O)[C@H](O)[C@@]2(CCc3ccccc3O2)O1 | 0.0 | -0.2 | -4 | -4 | -17 | -12 | -5 | 5
O=C1CCSc2cccc3cccc(c23)N1 | x | -4.3 | 1 | 1 | -4 | x | -4 | -1
CCCC(=O)NCn1nnc(-c2ccc(Cl)cc2)n1 | 0.0 | -0.7 | -1 | 3 | -12 | -21 | -9 | -8
Cc1cc(C)c(C#N)c(Sc2ccccc2N)n1 | 0.0 | x | -5 | 13 | x | 9 | 7 | -5

Profiles, quoted from the list. Screens in order: Xi reactivation | CFTR F508del cor | DENV2 CPE | EWS-Fli block | ARNT TACC3 PPI | PAX8 inh HTS | GSIS activator | ERp5 inh
Results for COc1ccc(/C=C/C(=O)Nc2ccccc2C(F)(F)F)cc1OC = 0.0 | 1.6 | 5 | -2 | -20 | -4 | 9 | 1
Results for OCC[C@H]1C[C@@H](O)[C@H](O)[C@@]2(CCc3ccccc3O2)O1 = 0.0 | -0.2 | -4 | -4 | -17 | -12 | -5 | 5

Carrying on:
molecule | Xi reactivation | CFTR F508del cor | DENV2 CPE | EWS-Fli block | ARNT TACC3 PPI | PAX8 inh HTS | GSIS activator | ERp5 inh
CS(=O)(=O)Nc1ccc2c(c1)[C@H]1C[C@@H](CC(=O)NCc3cc(F)ccc3F)O[C@@H](CO)[C@H]1O2 | 0.0 | 0.5 | 5 | 6 | 8 | 12 | 6 | -4
COc1cccc(C(NC(C)=O)c2nc(-c3ccc4c(c3)OCO4)cs2)c1 (configuration not stated) | 0.0 | -4.2 | u | 0 | x | -8 | -12 | 5
O=S(=O)(c1cccc(NC(=S)N2CCN(c3ccccc3)CC2)c1)C(F)F | 0.0 | x | x | x | 9 | 7 | -16 | x
CCC(=O)Nc1ccc2c(c1)OC[C@@H](C)N(C(=O)COC)C[C@@H](C)[C@H](OC)CN(C)C2=O | 0.0 | -0.5 | 12 | -2 | -3 | -5 | 5 | 5
Cc1ccc(S(=O)(=O)Cc2ccc(C(=O)N3CCCCCC3)o2)cc1 | 0.1 | -1.0 | 0 | -7 | -14 | -2 | 3 | 0
CC(C)(C)c1nnc2cccc(Cl)n12 | 0.1 | 2.0 | 2 | -6 | -12 | 6 | 13 | -6
O=C(N1CCOCCOc2ccccc2OCCOCC1)C(F)(F)F | 0.1 | -2.6 | 1 | -9 | -1 | -2 | 6 | 2
COc1ccc(NC(=O)N(C)C[C@H]2OCCCC[C@@H](C)Oc3ccc(NS(=O)(=O)c4c(C)noc4C)cc3C(=O)N([C@H](C)CO)C[C@H]2C)cc1 | 0.0 | -0.9 | 1 | -1 | 0 | -2 | 1 | x

Compound activity (PubChem)
